RNase H inhibition: RNase H inhibition, HIV 1 Gag Pol polyprotein, FRET biochemical assay, screening (AID 372); HIV-1 RT RNase H, FRET RNA/DNA substrate fluorescence; higher % means a stronger effect; inhibition, % at 10 µM; hits with a dose series show IC50 in µM; 100,000 tested, 0.77% active; in the data active = inhibition above about 50%
An asterisk follows results filed as active. Not all compounds are listed; rates above refer to the full screens.

Molecule | RNase H inhibition
COc1ccc(-n2c(-c3ccccc3)nc(=S)c3c2CCCC3)cc1 | 11%
O=C(Nc1ccc(Cl)cc1)Nc1cc(Cl)cc(Cl)c1 | 6%
O=C(Nc1cc(Cl)cc(Cl)c1)c1cc(I)ccc1Cl | 9%
O=C(NCCCc1ccccc1)c1ccc(Cl)c(Cl)c1 | 16%
COc1ccc(-c2csc(NC(=O)/C=C/c3ccc(OC)c(S(=O)(=O)N4CCCCC4)c3)n2)cc1 | 20%
CC1(C)CC(=O)C=C(NCCN2CCN(C(=O)Nc3ccc(Cl)c(Cl)c3)CC2)C1 | 7%
COc1ccc(C(=O)N2CCN(Cc3cccc(Cl)c3)CC2)cc1OC | 3%
CNC(=O)c1cc2cc(OC)ccc2n1CCN(C)C | 1%
COc1cc(/C=C2/SC(=S)N(CC(=O)O)C2=O)ccc1OCc1ccc(Cl)cc1Cl | 27%
COc1cccc(C2CC(=O)NC(SC)=C2C#N)c1 (stereo not drawn) | 21%
COc1cc(C=O)ccc1OC(=O)c1cc(OC)c(OC)c(OC)c1 | 11%
COc1cc(/C=C2/SC(=S)N(c3ccccc3)C2=O)ccc1OC(=O)c1ccc(F)cc1 | 5%
COc1cc(OC)cc(C(=O)Nc2cccc(C(C)=O)c2)c1 | 0%
O=[N+]([O-])c1ccccc1NCCNS(=O)(=O)c1ccccc1 | 13%
O=c1c2c(nc(SCCc3ccccc3)n1CC1CCCCC1)-c1ccccc1CC21CCCCC1 | 8%
O=C(Nc1cccc(NC(=O)c2ccc(Cl)cc2Cl)c1)c1ccc(Br)o1 | 16%
O=C(N/N=C/c1ccc(O)cc1)N/N=C/c1ccc(O)cc1 | 8%
Cc1ccc(C(c2ccc(C)o2)c2cccc([N+](=O)[O-])c2O)o1 | 12%
CCOC(=O)CSc1nc(N)c2c3c(sc2n1)COC(C)(C)C3 | 4%
Cc1cc(Cl)c(OCCCN2CCCCC2)c(Cl)c1 | 8%
Cc1nc(-c2ccccc2)sc1C(=O)NCc1ccccc1 | 7%
O=C1c2ccccc2C(=O)c2cc(NC(=O)C(c3ccccc3)c3ccccc3)ccc21 | 20%
COc1ccc(NC(=O)CN(c2ccc(F)cc2)S(=O)(=O)c2ccc(C)cc2)cc1 | 7%
O=C(Nc1cc(F)c(F)cc1Cl)N1CCN(Cc2ccccc2)CC1 | 12%
O=C(N/N=C/c1cccc([N+](=O)[O-])c1)N/N=C/c1cccc([N+](=O)[O-])c1 | 5%
CC1(C)CC(NC(=O)Nc2cccc(Cl)c2)CC(C)(CNC(=O)Nc2cccc(Cl)c2)C1 (stereo not drawn) | 15%
CC(=O)COc1ccc2c(C)cc(=O)oc2c1 | 8%
O=C(Nc1ccc2nn(-c3ccc(F)cc3)nc2c1)c1cccnc1 | 23%
O=C(O)CN(Cc1ccco1)S(=O)(=O)c1ccccc1 | 2%
COc1ccc(CCNC(=O)CN(c2ccc(C)c(C)c2)S(=O)(=O)c2ccc(C)cc2)cc1 | 15%
CCCc1cc(=O)oc2cc(OCc3ccccc3Cl)ccc12 | 21%
O=C(/C=C\c1ccccc1)OCCCC(F)(F)C(F)(F)F | 5%
COc1cc([N+](=O)[O-])ccc1-c1ccc(/C=C2/C(=N)N3N=C(C(C)C)SC3=NC2=O)o1 | 9%
Cc1cc(OCC(=O)Nc2ccc(NC(=O)c3ccco3)cc2)ccc1Cl | 9%
Cc1ccc(N2CCN(/N=C\c3ccccc3)CC2)cc1 | 17%
CCOC(=O)C1=C(C)NC2=C(C(=O)CCC2)C1c1cccc(O)c1 (stereo not drawn) | 1%
COc1ccc(/C=C/C(=O)NCCc2c[nH]c3ccccc23)cc1OC | 17%
O=C(NCc1ccccc1)c1ccccc1N(Cc1ccccc1)S(=O)(=O)c1ccccc1 | 3%
CCC(=O)Nc1ccc2nn(-c3ccc(F)cc3)nc2c1 | 0%
COc1ccc(C2CC(=O)C3=C(C2)NC(C)=C(C(=O)OCC(C)C)C3c2ccccc2OCc2ccccc2)cc1 (stereo not drawn) | 9%
COC(=O)C1=C(C(=O)OC)SC(=C2C(=S)C(C)(C)N(C(=O)c3ccc(OC)cc3)c3ccc(OC)cc32)S1 | 25%
Cn1c2ccccc2c2cc(C(=O)O)ccc21 | 6%
CC1(C)C(c2ccccc2)=[N+]([O-])C2(CCCCC/C2=N\NC(N)=O)N1O (stereo not drawn) | 0%
COc1cc(/C=C(\C#N)C(=O)c2ccccc2)ccc1O | 15%
O=C(c1ccccc1)N1CC[C@H](O)[C@@H]2CCCC[C@H]21 | 10%
Cc1cc2nc3s/c(=C\c4cn(Cc5ccccc5F)c5ccccc45)c(=O)n3c2cc1C | 6%
O=C1NC(=O)N(c2ccc(Cl)cc2)C(=O)/C1=C/c1cccs1 | 39%
O=c1c2ccccc2nc2ccc3nnnn3n12 | 20%
CCOC(=O)N1CCN(C(=O)C2CCN(Cc3ccccc3OC)CC2)CC1 | 4%
COc1cc(OC)c(OC)cc1CN1CCN(Cc2ccc(OC)c(OC)c2)CC1 | 11%

Part of the list above in a different format.
> CC(=O)COc1ccc2c(C)cc(=O)oc2c1
  RNase H inhibition: 8%
> O=C(O)CN(Cc1ccco1)S(=O)(=O)c1ccccc1
  RNase H inhibition: 2%
> Cc1cc(OCC(=O)Nc2ccc(NC(=O)c3ccco3)cc2)ccc1Cl
  RNase H inhibition: 9%

(next part)
Molecule | RNase H inhibition
CCCOc1ccc(C(=O)Nc2ncc(Cc3ccc(F)cc3)s2)cc1 | 9%
CC(C)(C)c1ccc(C(=O)N/N=C/c2cccc([N+](=O)[O-])c2)cc1 | 2%
CN(C)c1ccc(/C=C(\C(=O)c2ccccc2)c2nc3ccccc3s2)cc1 | 2%
CC(=O)Nc1ccc(N2C(=O)CSC23C(=O)Nc2ccccc23)cc1 (stereo not drawn) | 9%
CC(C)CCNC(=O)c1cc(-c2ccccc2)nc2ccccc12 | 9%
COC(=O)c1ccccc1-c1ccc(/C=C2/SC(=S)N(C)C2=O)o1 | 46%
Cc1ccc(/C(N)=N/OC(=O)c2ccccc2I)cc1 | 8%
CC(C)C(=O)Nc1nnc(Cc2cccc(Br)c2)s1 | 11%
O=C1N=C(N2CCOCC2)S/C1=C/c1ccc(Cl)cc1 | 31%
O=C1CCCc2c1nc(-c1cccc(F)c1)n2O | 15%
COc1cc(NC(=O)COc2ccc(Br)cc2)cc(OC)c1 | 4%
COC(=O)CN(c1cc(OC)ccc1OC)S(C)(=O)=O | 8%
CC(=O)NNC(=O)c1cccc(C)c1 | 4%
O=C(c1ccc([N+](=O)[O-])cc1Cl)N1CCC(Cc2ccccc2)CC1 | 14%
COc1cccc(/C=N/NC(=O)CC(=O)NCCc2ccc(OC)c(OC)c2)c1 | 10%
O=C1NC(=Nc2ccc(O)cc2)S/C1=C\c1ccccc1 | 9%
Cc1cc(C)n(Cc2cc(C)c(Cn3nc(C)cc3C)cc2C)n1 | 1%
O=C(Nc1cccc(-c2nc3ccccc3s2)c1)c1ccc(Cl)cc1Cl | 9%
O=C(Nc1ccccc1)N1CCN(Cc2ccc3c(c2)OCO3)CC1 | 0%
CCCC(=O)Nc1cccc(NC(=O)c2cc3ccccc3o2)c1 | 22%
COc1ccc(N(CC(=O)Nc2cccc(Br)c2)S(C)(=O)=O)c(OC)c1 | 7%
Cc1ccc(NC(=S)NCc2ccc(Cl)cc2)cc1 | 16%
COc1ccc(C(=O)/C=C/Nc2ccc(Cl)cc2[N+](=O)[O-])cc1OC | 6%
CCCC(=O)Nc1ccc(Cl)c(Cl)c1 | 6%
O=C(O)c1cccc(-c2ccc(/C=N\NC(=O)C3C(=O)NCC3c3ccccc3)o2)c1 (stereo not drawn) | 13%
COc1ccc(OC)c(N(CC(=O)NCc2ccc(Cl)cc2)S(=O)(=O)c2ccc(C)cc2)c1 | 26%
CC(=O)Oc1ccc(C(=O)N2CCN(c3cccc(C)c3C)CC2)cc1 | 16%
Cc1ccc(N2C(=O)CC(N3CCN(C(c4ccccc4)c4ccccc4)CC3)C2=O)cc1Cl (stereo not drawn) | 0%
Cc1c(C(=O)Nc2ccc(F)c(F)c2)cccc1[N+](=O)[O-] | 0%
Fc1ccc(NC(=S)N2CCN(c3ncccn3)CC2)cc1 | 0%
COc1ccc(C(=O)/C=C/c2ccc(-c3cc(Cl)ccc3Cl)o2)cc1 | 15%
O=C(COc1cccc2ccccc12)Nn1cnnc1 | 11%
O=C(Nc1ccc2oc(-c3cccc(Cl)c3Cl)nc2c1)c1ccccc1I | 25%
O=C(O)CCC(NC(=O)c1ccc(I)cc1)C(=O)O (stereo not drawn) | 12%
Cc1ccc(/C=C(/C#N)c2nc3ccccc3[nH]2)cc1 | 9%
Cc1ccccc1-c1cc(=O)oc(-c2c(F)cccc2Cl)n1 | 13%
CCOc1cc(/C=N/NC(=O)c2ccncc2)cc(Br)c1O | 0%
COc1ccc(C(=O)NC(=S)Nc2cc(-c3nc4ccccc4s3)ccc2Cl)cc1OC | 10%
O=S(=O)(O)c1cc(-n2nc3ccc4c(S(=O)(=O)O)cccc4c3n2)ccc1/C=C/c1ccccc1 | 12%
Cc1ccc2oc(-c3ccc(C)c(NC(=O)COc4ccccc4C)c3)nc2c1 | 44%
O=C(Nc1ccccc1Cl)ON=C1c2ccccc2-c2ccccc21 | 43%
CCOc1cccc(OCCOCCOc2ccccc2C(C)=O)c1 | 17%
COC(=O)c1cc(NC(=O)c2ccc(-c3ccc(Cl)cc3)o2)cc(C(=O)OC)c1 | 9%
O=C(NC(=S)Nc1cccc([N+](=O)[O-])c1)c1ccccc1F | 4%
O=C(O)CCN1C(=O)C(=O)/C(=C(\O)c2ccccc2)C1c1ccc(F)cc1 (stereo not drawn) | 2%
COc1ccc(OC)c(/C=C(\C#N)c2nc(-c3ccc(OC)c(OC)c3)cs2)c1 | 13%
NCCNCCOCCOc1cccc(Cl)c1Cl | 11%
CC(=O)C12c3ccccc3C(c3ccccc31)C1C(=O)N(c3ccc(Br)cc3[N+](=O)[O-])C(=O)C12 (stereo not drawn) | 8%
Cc1[nH]n(-c2ccccc2)c(=O)c1/C=N/c1nnc(-c2ccccc2)s1 | 4%
Cc1cc(C)nc(SCC(O)COCc2ccccc2)n1 (stereo not drawn) | 13%

Four entries from above, field by field.
O=C(COc1cccc2ccccc12)Nn1cnnc1
  RNase H inhibition = 11%

O=C(Nc1ccc2oc(-c3cccc(Cl)c3Cl)nc2c1)c1ccccc1I
  RNase H inhibition = 25%

O=C(O)CCC(NC(=O)c1ccc(I)cc1)C(=O)O (stereo not drawn)
  RNase H inhibition = 12%

Cc1ccc(/C=C(/C#N)c2nc3ccccc3[nH]2)cc1
  RNase H inhibition = 9%

(next part)
Molecule | RNase H inhibition
Cc1c(N2C(=O)CCCC2=O)c(=O)n(-c2ccccc2)n1C | 4%
COc1cc(CN2CCN(c3cc(C)ccc3C)CC2)ccc1OCc1ccccc1 | 6%
O=C(NC1CCCC1)c1ccc(CSc2ccccc2)cc1 | 9%
Cc1ccc(N=Cc2cc([N+](=O)[O-])ccc2Cl)c(C)c1 | 9%
CCOC(=O)C1CCCCN1Cc1ccc(C(C)C)cc1 (stereo not drawn) | 9%
CCc1ccc(OCC(=O)Nc2cc(S(=O)(=O)CC)ccc2O)cc1 | 11%
CCOc1cccc(N2C(=O)/C(=C/c3ccc(OCc4cccc(C(=O)O)c4)cc3)C(=O)NC2=S)c1 | 7%
Cc1c(NC(=O)c2cccc3ccccc23)cccc1-c1nc2ccccc2s1 | 27%
Cc1ccc(CN2CCC(Cc3ccccc3)CC2)o1 | 2%
O=C(N/N=C/c1ccccc1[N+](=O)[O-])c1ccc(-c2ccccc2)cc1 | 9%
COc1cccc(OC)c1C(=O)Nc1cc(Cl)cc(Cl)c1 | 2%
CC1=C(C(=O)OCc2ccccc2)C(c2c(F)cccc2Cl)CC(=O)N1 (stereo not drawn) | 22%
CCOC(=O)N/N=C/c1ccccc1F | 7%
Cc1ccccc1C1C(=O)c2ccccc2C1=O | 6%
CCC(C)c1ccccc1OCC(=O)Nc1cc(C(=O)O)cc(C(=O)O)c1 (stereo not drawn) | 8%
CCOc1ccc(NC(=O)c2ccccc2N(Cc2ccccc2)S(=O)(=O)c2ccccc2)cc1 | 11%
COc1ccc(N(CC(=O)NN=C2CCCCCCC2)S(=O)(=O)c2ccccc2)cc1 | 2%
Cc1cccc(C(=O)O/N=C(/c2ccccc2)c2ccncc2)c1 | 20%
C=CCc1c(C)nc2cc(-c3cccc(C)c3)[nH]n2c1=O | 12%
COc1ccc(CCNC(=O)CC(=O)N/N=C/c2ccc(C(=O)O)cc2)cc1OC | 0%
COc1ccc(/C=C/C(=O)NCc2ccc(Cl)cc2)cc1OC | 2%
COc1ccc(-c2nn3c(-c4ccc(OC)c(OC)c4)nnc3s2)cc1OC | 1%
O=C1NC(=O)C(=Cc2ccc(-c3cccc(Br)c3)o2)C(=O)N1 | 44%
Cc1ccc([N+](=O)[O-])cc1NC(=O)COc1ccccc1Br | 13%
Cc1nc2c(=O)[nH]c3ccccc3c2o1 | 18%
CCOc1ccc(-c2cc(C(=O)NC3CCCC3)c3ccccc3n2)cc1 | 8%
O=C(Nc1cccc(Br)c1)C1C2CC/C=C\CCC21 (stereo not drawn) | 13%
COc1ccc(-c2nn(-c3ccccc3)cc2/C=c2\sc3nc(-c4ccc(Cl)cc4)nn3c2=O)cc1 | 0%
COc1ccc(OC)c(C(=O)c2ccc(C(=O)Nc3cccc4ccccc34)cc2)c1 | 6%
C1=C(c2ccccc2)N2CCN=C2S1 | 0%
CCOC(=O)C1(C#N)C(=O)C(C#N)=C2CCCCC2C1c1ccccc1 (stereo not drawn) | 0%
CC12C(=O)N(c3ccccc3Cl)C(=O)C1C1c3ccccc3C2c2ccccc21 (stereo not drawn) | 12%
CC1(C(=O)Nc2cccc3ccccc23)CCCCC1 | 2%
